Pf Dd2 inh: Plasmodium falciparum Dd2 growth inhibition; P. falciparum Dd2 growth, SYBR Green, 72 h; hit rate 4.3% among 120,000; AID 1347417; Potency, µM (top dose mostly 28.9 µM), without a hit: at the top dose activity, negative = inhibition, usual class: inhibitors; active = well fitted inhibition curve with a large enough effect; inconclusive = small, poorly fitted or top-dose-only effect; inactive = no such curve, though single readings can be large or run the other way;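 note: plate controls were DMSO vehicle for no effect and reference drug for full effect; nearly all actives have a fitted effect of over 65% in size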
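Infected erythrocytes (Dd2, 0.3% parasitemia, 2.5% hematocrit final) are added to compound in RPMI-1640/Albumax II medium, grown 72 h at 37C in low oxygen, then lysed with saponin/Triton-X containing SYBR Green and read by fluorescence.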
* = called active by the depositor; i = inactive; ? = inconclusive; [ ] = another dose, or the depositor's remark. Potency is the fitted concentration of half-maximal effect. Not all compounds are listed; rates above refer to the full screens.

SMILES | Pf Dd2 inh
Cn1ncc2c(Nc3cccc(C#N)c3)ncnc21 | 11%
CNC(=O)[C@@H]1C[C@H](Oc2cccnc2)CN1C(=O)c1ccc(OC)c(F)c1 | -13%
Cc1ccc(NC(=O)CSc2c3c(nc4ccccc24)CCCC3)cc1F | ?
COc1cccc(C(=O)N2[C@@H]3CC[C@H]2CC(NC(=O)c2ccncc2)C3)c1 (stereo partly specified) | -5%
Cc1noc(-c2cn(C3CCN(C(=O)Cc4ccc(OC(F)(F)F)cc4)CC3)nn2)n1 | ?
Cc1ccc2scc(N3CCCCC3)c(=O)c2c1 | ?
COc1cccc(C(=O)N2CCCN(c3cc(-c4ccc(C)c(C)c4)[nH]n3)CC2)c1OC | -5%
CCCOc1ccccc1C(=O)N1CC[C@H](N(C)C)[C@H](CCC(=O)O)C1 | -4%
COc1ccc(Cn2c(CCC(=O)Nc3cccc(Cl)c3)nc3cccnc32)cc1 | ?
Cc1ccc(-c2onc(C)c2C)cc1S(=O)(=O)Nc1ccccn1 | i
Cc1ccc(NC(=O)CSc2ncccc2C(=O)Oc2ccccc2Cl)cc1Cl | -1%
O=C(NCc1ccc2c(c1)OCO2)c1nc(-c2ccsc2)c2ccccn12 | ?
COCC(=O)N(C1CCOCC1)C1CCN(Cc2cccnc2)CC1 | -23%
Cc1cc(C(=O)N2CCCN(S(C)(=O)=O)C(c3ccccc3)CC(=O)NCC2)nn1C (stereo unspecified) | -9%
Cc1ccc(Cn2ccnc2SCC(=O)Nc2ccc3c(c2)OCCO3)cc1 | 100%[activator]
CCc1ccc(NC(=O)CSc2nc3ccsc3c(=O)n2C(C)CC)cc1 (stereo unspecified) | ?
CCc1noc(-c2cccn3c(CNC(=O)Cc4cccc(OC)c4)nnc23)n1 | ?
Cc1cccc(NC(=O)c2sc(-n3nc(C)c(Cc4ccc5c(c4)OCO5)c3C)nc2C)c1C | ?
Cc1ccc(C)c(NC(=O)Cn2ncc3c(C)n(Cc4ccc(F)cc4)c(C)c3c2=O)c1 | -10%
O=C(COCc1cc(-c2ccco2)on1)Nc1cccc(Cl)c1Cl | 61%[activator]
CCCN(CC1CCOC1)C(=O)Nc1cccc(C(F)(F)F)c1 (stereo unspecified) | i[5.79 µM]
CCCCNC(=O)CCC(=O)NNc1nc2ccccc2c2nc(-c3ccccc3)nn12 | -21%
Cc1c(Cl)cccc1-n1ncc(C(=O)N2CCN(C)CC2)c1C1CCN(C(=O)OC(C)(C)C)CC1 | -10%
Cc1cc(C)c(Cn2c(=O)n(CCCC(=O)NCc3ccc4c(c3)OCO4)c(=O)c3sccc32)c(C)c1 | ?
CCOc1ccccc1NC(=O)Cn1c(N2CCOCC2)nc(CC)cc1=O | -1%
(continued)
SMILES | Pf Dd2 inh
COc1ccc(Nc2ccc3cc(S(=O)(=O)N4CCCC4)ccc3n2)cc1OC | ?
O=C(NCCc1cnc[nH]1)c1nc(-c2ccccc2)cc2[nH]ccc12 | ?
COCCN1C(=O)[C@@H]2C[C@@H](CN2Cc2ccc(C#N)cc2)Oc2ccccc21 | -11%[44.1 µM]
CCC(NC(=O)c1cc(OC)ccc1OC1CCN(C(C)=O)CC1)c1ccncc1 (stereo unspecified) | 6%
COCCOc1cc(=O)n2c(c1C(=O)NCc1ccc(F)cc1)CCOCC2 | 14%
CC(C)(C)OC(=O)N1CCC(c2c(C(=O)NCCc3ccccc3)cnn2-c2ccc(F)cc2F)CC1 | 5.6µM*
O=C(Cc1ccsc1)N1CCC2(CC1)CC(N(Cc1ccccc1)C1CC1)CCO2 (stereo unspecified) | -9%
O=C(Nc1ccc(Cl)cc1)c1cc2n(n1)CC(c1ccc3c(c1)OCO3)OC2 (stereo unspecified) | i
Cc1ccsc1C(=O)N1CCC(N2C(=O)C(OCC3CC3)C23CCCCC3)CC1 (stereo unspecified) | ?
Cc1cc2nc3n(c(=O)c2n1CC(=O)Nc1ccc(Cl)cc1)CCCCC3 | i
COc1ccc(CN2CC(OCc3cccnc3)CN(C(=O)c3csc(C)n3)CC2=O)cc1 (stereo unspecified) | 2%
Cc1ccccc1NC(=O)Nc1csc2c1CCCC2 | ?
Cc1ncc2c(c1CNC(=O)CCn1c(=O)[nH]c3ccccc31)CCNC2 | 18%
COc1cccc(CN2CCc3c(cc(C(=O)NCCN4CCCCC4)n3C)C2)c1 | 4µM*
Cc1nnc2n1CCC(NC(=O)NCCc1ccccc1)CC2 (stereo unspecified) | 21%
CCN(CC)c1cc2c(cc1F)c(=O)c(S(=O)(=O)c1ccccc1)cn2C | -23%
Cc1cnc(CC2CCCN(S(=O)(=O)c3ccc4c(c3)OCCO4)C2)n1C(C)C (stereo unspecified) | -17%
COc1cc(NC(=O)Cn2nc(Cc3cccnc3)c3ccccc3c2=O)cc(OC)c1OC | 0%
NCCO[C@H]1C[C@@H](O)C12CCN(C(=O)c1ccc(=O)[nH]c1)CC2 | -16%
COCC1CN(S(=O)(=O)c2cccc(C#N)c2)CC12CCNCC2 (stereo unspecified) | 13%
CCN(CC)C(=O)N1CCC(n2c(C)cnc2C2CCOCC2)CC1 | 1%
CC(C)N[C@@H]1CC[C@@H]1NC(=O)c1cc2c(C(F)(F)F)nn(C)c2s1 | -26%
COc1ccc(CC(=O)N2CCC(n3c(=O)[nH]c4ccccc43)CC2)cc1 | i
COC(=O)N1CCC2(CC1)C(=O)NCN2Cc1ccc(Cl)cc1 | i
CCS(=O)(=O)N[C@@H]1CN(Cc2ccccc2)C[C@H]1CN(C)C | i

7 entries out of the list, arranged by length of the SMILES, smallest number first.
SMILES | Pf Dd2 inh
Cc1ccc2scc(N3CCCCC3)c(=O)c2c1 | ?
Cc1nnc2n1CCC(NC(=O)NCCc1ccccc1)CC2 (stereo unspecified) | 21%
O=C(COCc1cc(-c2ccco2)on1)Nc1cccc(Cl)c1Cl | 61%[activator]
CCc1ccc(NC(=O)CSc2nc3ccsc3c(=O)n2C(C)CC)cc1 (stereo unspecified) | ?
CCN(CC)c1cc2c(cc1F)c(=O)c(S(=O)(=O)c1ccccc1)cn2C | -23%
O=C(Cc1ccsc1)N1CCC2(CC1)CC(N(Cc1ccccc1)C1CC1)CCO2 (stereo unspecified) | -9%
CNC(=O)[C@@H]1C[C@H](Oc2cccnc2)CN1C(=O)c1ccc(OC)c(F)c1 | -13%

Going on with the list:
SMILES | Pf Dd2 inh
CCOc1ccc(OCC)c(Nc2ncncc2-c2nc(-c3ccccc3)no2)c1 | ?
Cc1cnc(CCN)n1C1CCC1 | 6%
O=C1CC(c2ccccc2)N(C(=O)C2CCCCC2)CCCCCCN1 (stereo unspecified) | i
Cn1cc(-c2cc3n(n2)CCC(=O)N3CC(=O)O)c2ccccc21 | 26%
COc1ccc2c(c1)CCc1c(C(=O)Nc3c(C)nn(Cc4ccc(Cl)c(Cl)c4)c3C)noc1-2 | ?
COc1ccc(C(=O)N[C@H]2CO[C@H]3[C@@H]2OC[C@@H]3n2cc(-c3ccccn3)nn2)cc1 | ?
O=C(Nc1ccc2nc(SCC(=O)N3CCc4ccccc43)sc2c1)c1cccc(Cl)c1 | -11%
Cc1ccccc1Nc1nnc(-c2ccc(C)c(S(=O)(=O)N3CCOCC3)c2)c2ccccc12 | 31%[activator]
Cc1c(CC(=O)NC(C)C)c2c(n1Cc1ccc(F)cc1)CCCC2=O | i
COc1ccc2cc(CN3CCC(OC)CC3)c(-c3cccc(C)c3)nc2c1 | 10µM*
O=C(Nc1ccc2c(c1)OCCO2)N1CCCCCC1CN1CCOCC1 (stereo unspecified) | i
Clc1ccc(COCCn2ccnc2-c2cc3n(n2)CCNC3)cc1 | i
CC(C)c1nnc(CN2CCOc3c(O)cc(-c4cccc(Cl)c4)cc3C2)o1 | ?
CCc1ccccc1N1C(=O)CN(S(=O)(=O)CC)CC1(C)C(=O)NC1CCCCC1 (stereo unspecified) | i
N#Cc1ccc(CN2CCC3(CC2)Cc2ccccc2CNC3=O)cc1 | -6%
O=C(O)C1=NOC2CN(Cc3cscn3)CC12 (stereo unspecified) | -6%[44.1 µM]
COc1ccc(N2CCN(c3nc(C(=O)NCc4ccccc4C)cs3)CC2)cc1 | 8.9µM*
COc1ccc(CNC(=O)C2CCN(c3nc4ccc(C)cc4[nH]3)CC2)cc1 | ?
COCCNC(=O)C[C@@H]1O[C@H](CNC(=O)Nc2ccccc2)[C@@H](O)[C@H]1O | 46%[activator][44.1 µM]
Cc1cccc(C)c1NC(=O)Cn1c(=O)n(CCCS(=O)(=O)C2CCCCC2)c(=O)c2ccccc21 | ?
CCCCc1ccc(-n2nc3cc(C)c(NC(=O)c4ccc(C#N)cc4F)cc3n2)cc1 | 12%
Cc1ccc(C(=O)N2CCCCCNC(=O)CC2c2ccccc2)s1 (stereo unspecified) | -12%
COc1cc(OC)c(NC(=O)c2c(C)oc3nc(C)nc(N4CCOCC4)c23)cc1Cl | i
O=C(CC(c1ccccc1)c1ccccc1Cl)N(Cc1cccnc1)C1CC1 (stereo unspecified) | 13µM*
CCN(CC)C(=O)[C@@H]1C[C@H](NC(=O)COC)CN1Cc1ccsc1 | ?

Another view of 3 compounds above.
structure	Pf Dd2 inh
O=C(O)C1=NOC2CN(Cc3cscn3)CC12 (stereo unspecified)	-6%[44.1 µM]
COc1ccc2c(c1)CCc1c(C(=O)Nc3c(C)nn(Cc4ccc(Cl)c(Cl)c4)c3C)noc1-2	?
CC(C)(C)OC(=O)N1CCC(c2c(C(=O)NCCc3ccccc3)cnn2-c2ccc(F)cc2F)CC1	5.6µM*

Next section.
SMILES | Pf Dd2 inh
Cc1nn(-c2ccccc2)c(C)c1CN1CCC2(CC1)Cc1ccccc1CNC2=O | ?
CN1Cc2ncnc(N3CCN(Cc4ccccc4)CC3)c2CN(C2CCC2)C1=O | i
Cc1ccc(C)c(C(=O)N2CCC(n3cnnc3-c3ccccc3)CC2)c1 | -28%
COC1CCC(C(=O)NCC2COc3ncncc3C(=O)N2Cc2ccccc2)CC1 (stereo unspecified) | 10%[44.1 µM]
COc1cccc(-c2ccc(-c3nc(C4CCOC4)no3)o2)c1 (stereo unspecified) | -6%
Cc1cc(C)cc(NC(=O)CSc2nc(-c3cccc(Cl)c3)nc3c2Cc2c(CO)cnc(C)c2O3)c1 | -26%
Cc1cc(C2CCCN2C(=O)c2ccc(F)c(F)c2)on1 (stereo unspecified) | 6%
O=S1(=O)C[C@@H]2NCCN(c3ccnc(N4CCCNCC4)n3)[C@@H]2C1 | 11%
CC[C@H]1CN(C(=O)Nc2ccccc2)CC[C@H]1CC(=O)Nc1ccccc1 | i
CNC(=O)c1cccc(-c2cnc3[nH]cc(CC(=O)NCC(C)C)c3c2)c1 | ?
O=C(CCc1ccc(O)cc1)N1CC[C@H](N2CCOCC2)[C@H](CCCO)C1 | 1%
Cc1ccc(NC(=O)CCc2nnc3n(C)c(=O)c4sccc4n23)cc1C | 24%
Cc1ccc(C(=O)N2CCC3(CC2)N=C(c2ccc(Cl)cc2)NO3)cc1F | -12%
COc1ccc(CCNC(=O)CCc2c(C)nc3c4cccnc4nn3c2C)cc1OC | ?
O=C(c1ccco1)N1CCN(C(=O)N2CC3CC(C2)[C@H]2CCCC(=O)N2C3)CC1 (stereo partly specified) | 3%
CN(Cc1ccc(F)cc1)C(=O)Cc1ccc(F)cc1 | i
CCc1cccc(C)c1NC(=O)c1cc(CN2CCCC2)on1 | -11%
CC(=O)c1ccc(N2CCN(S(=O)(=O)c3ccc4[nH]c5c(c4c3)CCCC5)CC2)cc1 | ?
COc1ccccc1NC(=O)c1cnc(SCC(=O)N2CCCc3ccccc32)n(C)c1=O | 10%[5.79 µM]
O=C(Nc1ccc(C(F)(F)F)cc1)c1cc(S(=O)(=O)N2CCCc3ccccc32)ccc1F | ?
Nc1nc(C2CC(NC(=O)c3ccc(CO)cc3)C2)cc(=O)[nH]1 (stereo unspecified) | -11%
CCOc1ccc(OCC)c(NC(=O)CN(C)S(=O)(=O)c2ccc3[nH]c(=O)oc3c2)c1 | ?
Cc1ccc(-c2ncc(C(=O)N3CCCCC3CN)c(=O)[nH]2)cc1 (stereo unspecified) | -10%
Cc1cc(C(=O)N2CCCn3ccnc3C2c2ccccc2)n(C)n1 (stereo unspecified) | 21%
CCCN1CCN(C(=O)c2ccc3c(c2)n(CC)c(=O)c2ccnn23)CC1 | i
(more compounds)
SMILES | Pf Dd2 inh
CCc1noc(-c2cccn3c(CNC(=O)Cc4ccccc4OC)nnc23)n1 | ?
COc1ccc(NC(=O)c2cccc3c2CCN3C(=O)c2ccc(F)cc2)cc1 | -19%
CC(=O)c1cccc(NC(=O)c2nc(-c3ccccc3)n(-c3ccccc3C)n2)c1 | -30%
COc1ccc(-c2cc(N3CCCN(C(=O)c4ccc(C(C)(C)C)cc4)CC3)n[nH]2)cc1 | ?
CCSc1ncc(Cl)c(C(=O)Nc2sc3c(c2C(=O)NC)CCCC3)n1 | 20%
O=C(N[C@@H]1CCN(C(=O)c2ccc(CO)cc2)C[C@H]1O)c1cccnc1 | 17%
CC(=O)Nc1ccc(CN2CCN(Cc3ccccc3)C(CCO)C2)cc1 (stereo unspecified) | -25%
COCCNc1ncc(-c2cccc(N)c2)c2c1OCC2 | 2%[44.1 µM]
O=C(Cn1c(=O)n(-c2ccccc2)c(=O)c2ccc(C(=O)NCc3ccc4c(c3)OCO4)cc21)Nc1ccc(F)cc1 | ?
Cc1nn(C)c2c1c(-c1ccccc1)cc(=O)n2Cc1c(F)cccc1Cl | ?
COc1cccc(CN2CCN(c3ncccc3Cl)CC2CCO)c1 (stereo unspecified) | 2%
